SKKanGAS inh – S. pyogenes SKKanGAS growth inhibitors in kanamycin, primary screen, streptokinase expression inhibitor project, SKKanGAS strain, BacTiter-Glo luminescence; 6 h; inhibition, % at 7.5 µM; 300,000 tested, 1.3% active;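 active = mean replicate score, as percent of positive control median, at least 50; inconclusive = mean below 50 but one replicate at or above 50; inactive = mean and every replicate below 50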;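 note: strain carries kanamycin resistance gene driven by streptokinase promoter and grows in 40 µg/ml kanamycin; loss of luminescence reflects streptokinase promoter inhibition or plain growth inhibition; 0% = median of DMSO wells and 100% = positive control at its reference dose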
RGS4 pot – RGS4 potentiators or activators, primary screen, cell-based, HEK293 M3R inducible RGS4, calcium flux; carbachol calcium flux Fluo4; stronger effect = lower value; B-score at 10 µM; 310,000 tested, 0.92% active;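 active = B-score of the integrated calcium signal more than 4 SD below the library mean, with starting fluorescence not abnormally high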;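 note: negative B-score means reduced calcium response which marks RGS4 activation or potentiation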
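Material: M3R-expressing HEK293 line, RGS4 induced by doxycycline | Schedule: Overnight RGS4 induction, 30 min dye load 37 °C, 20 min compound RT | Measured by: Fluo4 fluorescence kinetic imaging of calcium | Read-out: Integrated calcium ratio converted to B score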
ANO1 block – TMEM16A chloride channel inhibitors, primary screen, cell-based, HTS; Anoctamin-1 (Mus musculus), Q8BHY3; HEK293 TMEM16A/YFP iodide influx fluorescence, ionomycin; normalized B-score (activity score, 25-100; higher = stronger inhibition) at 10 µM; 310,000 tested, 1.2% active; AID 588511, 2011;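 active = ratio plate-corrected score three or more library SD toward inhibition, starting fluorescence score within five deviations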;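 note: score derived from kinetic fluorescence span divided by baseline fluorescence per well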
TMEM16A act – TMEM16A chloride channel activators or potentiators, primary screen, cell-based, HTS; 340,000 tested, 0.3% active; B-score at 10 µM; Anoctamin-1 (Mus musculus), Q8BHY3; HEK293 TMEM16A/YFP-H148Q/I152L, iodide quench fluorescence; stronger effect = lower value;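 active = fluorescence-ratio B-score plate-corrected deviation score at least 3 library SD below zero, with starting fluorescence score within 5 deviations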;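 note: channel opened by trigger with iodide after compound preincubation; score built on the fluorescence ratio of max minus min over baseline; more negative score means more quench and so TMEM16A activation or potentiation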
RGS4 block – RGS4 inhibitors, primary screen, cell-based, HEK293 M3R inducible RGS4, calcium flux; 310,000 tested, 0.45% active; AID 463165, 2010; B-score at 10 µM; Fluo-4 calcium flux; stronger effect = higher value; triggered by carbachol at its EC20; Regulator of G-protein signaling 4 (Homo sapiens), P49798;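 active = B-score, a plate-corrected calcium signal, over three deviations above library mean, with baseline fluorescence within five deviations of library mean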;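 note: RGS4 expression induced by doxycycline in cells with stable M3 receptor; B-score is computed from the integrated fluorescence ratio over baseline after carbachol; higher B-score means a larger calcium signal and so more RGS4 inhibition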
KCNQ1 pot – potentiators or activators of KCNQ1 channel, primary screen, cell-based, thallium flux, high-throughput; Potassium voltage-gated channel subfamily KQT member 1 (Homo sapiens), P51787; CHO-K1 KCNQ1, thallium flux FluxOR fluorescence; stronger effect = higher value; B-score at 10 µM; 310,000 tested, 0.35% active;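 active = fluorescence ratio B-score, a plate-corrected score, at least three library SD, with initial intensity B-score within 5 SD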
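Test system: CHO-K1 cells stably expressing KCNQ1 / Medium: assay buffer / Also added: depolarizing K+/Tl+ stimulus, K2SO4 and Tl2SO4 each 12.5 mM in 5x stock / Incubation: 90 min dye loading and 20 min compound exposure, both at room temperature / Signal: thallium influx via FluxOR fluorescence, kinetic imaging / Evaluation: B score of baseline-normalized fluorescence ratio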
HDAC3 inh – HDAC3 deacetylase inhibitors, primary screen, biochemical, fluorescence, cell-free homogeneous; recombinant HDAC3, fluorogenic peptide/trypsin coupled; inhibition, % at 8.3 µM; 320,000 tested, 0.15% active; AID 2718, 2010; in the data active = inhibition above about 26%, passing the limit was not always enough; inconclusive = no clear call, values can overlap the other calls
KCNK9 block – KCNK9 potassium channel inhibitors, primary screen, HEK293 cells, thallium flux; Potassium channel subfamily K member 9 (Homo sapiens), Q9NPC2; FluxOR thallium flux fluorescence; stronger effect = lower value; B-score at 10 µM; 310,000 tested, 1.2% active; AID 488922, 2010;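 active = ratio B-score over 3 SD below the library mean, with starting fluorescence within 5 SD of its mean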;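 note: negative B-score means less thallium flux so channel inhibition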
KCNQ1 block – inhibitors of human KCNQ1 channel, primary screen, cell-based, thallium flux, high-throughput; Potassium voltage-gated channel subfamily KQT member 1 (Homo sapiens), P51787; CHO-K1 KCNQ1, FluxOR thallium flux fluorescence; stronger effect = higher value; 310,000 tested, 1.3% active; B-score at 10 µM; AID 2642, 2010;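 active = compounds whose thallium flux B-score, printed positive for inhibition, exceeds three library SD while starting fluorescence stays within three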;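 note: channel opened by potassium depolarization with thallium stimulus after 20 min compound exposure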
KCNK3 block – human KCNK3 channel inhibitors, primary screen, CHO cells, FluxOR thallium flux, B-score; 340,000 tested, 0.84% active; B-score at 10 µM; FluxOR fluorescence; stronger effect = lower value; Potassium channel subfamily K member 3 (Homo sapiens), O14649;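 active = B-score under library mean minus 4 SD, starting fluorescence ratio at most library mean plus 5 SD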;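 note: more negative B-score means stronger inhibition of thallium flux through KCNK3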
hERG protect – hERG rescue from dofetilide block, primary screen, cell-based, CHO-hERG, FluxOR thallium flux, dofetilide IC70; Voltage-gated inwardly rectifying potassium channel KCNH2 (Homo sapiens), Q12809; dofetilide IC70 present; activation (rescue from dofetilide block), less the hit threshold, % at 10 µM; 310,000 tested, 0.51% active;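 active = activation above the mean of controls blocked by dofetilide plus 5 SD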;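 note: thallium influx through hERG after potassium depolarization seen as dye fluorescence rise; in these data hits start at about 4.7%; inactives centre near -7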
Target sequence (Q12809 whole entry, looked up): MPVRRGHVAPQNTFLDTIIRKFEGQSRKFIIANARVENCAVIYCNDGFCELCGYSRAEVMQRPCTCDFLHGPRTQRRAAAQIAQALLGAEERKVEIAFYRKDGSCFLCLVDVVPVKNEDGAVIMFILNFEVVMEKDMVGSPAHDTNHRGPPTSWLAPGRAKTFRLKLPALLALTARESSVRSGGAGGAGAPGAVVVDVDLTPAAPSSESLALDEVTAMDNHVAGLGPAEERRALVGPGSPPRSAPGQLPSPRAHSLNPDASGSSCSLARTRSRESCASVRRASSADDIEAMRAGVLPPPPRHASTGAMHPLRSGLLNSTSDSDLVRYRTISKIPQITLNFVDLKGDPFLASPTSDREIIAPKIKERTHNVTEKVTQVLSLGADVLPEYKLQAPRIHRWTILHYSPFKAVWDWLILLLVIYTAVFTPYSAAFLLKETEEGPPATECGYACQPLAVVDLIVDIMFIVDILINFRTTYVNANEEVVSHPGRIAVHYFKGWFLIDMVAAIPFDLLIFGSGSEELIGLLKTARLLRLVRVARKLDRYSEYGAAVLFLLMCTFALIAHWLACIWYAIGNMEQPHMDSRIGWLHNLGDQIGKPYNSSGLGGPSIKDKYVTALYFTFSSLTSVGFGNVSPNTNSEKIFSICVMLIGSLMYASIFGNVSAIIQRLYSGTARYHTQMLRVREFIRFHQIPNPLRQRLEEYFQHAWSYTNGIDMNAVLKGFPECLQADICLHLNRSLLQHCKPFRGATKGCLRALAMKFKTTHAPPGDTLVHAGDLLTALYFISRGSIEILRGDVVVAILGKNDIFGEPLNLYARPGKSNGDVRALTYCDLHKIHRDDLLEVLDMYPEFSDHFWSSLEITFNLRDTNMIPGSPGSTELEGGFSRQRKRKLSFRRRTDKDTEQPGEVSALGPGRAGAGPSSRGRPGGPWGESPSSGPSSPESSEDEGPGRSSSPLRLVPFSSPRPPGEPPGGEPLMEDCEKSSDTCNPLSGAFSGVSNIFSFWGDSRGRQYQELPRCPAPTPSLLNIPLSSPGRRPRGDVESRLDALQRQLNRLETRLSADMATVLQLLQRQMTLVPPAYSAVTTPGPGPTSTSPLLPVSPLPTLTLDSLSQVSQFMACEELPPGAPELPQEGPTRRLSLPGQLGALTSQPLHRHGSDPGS
An asterisk follows results filed as active; i = inactive; u = inconclusive; x = no result given.

Each structure is followed by: SKKanGAS inh	RGS4 pot	ANO1 block	TMEM16A act	RGS4 block	KCNQ1 pot	HDAC3 inh	KCNK9 block	KCNQ1 block	KCNK3 block	hERG protect
COCCn1c(SCc2ccc(F)cc2)nc2c1c(=O)[nH]c(=O)n2C
 : 1.4	i	i	i	i	i	-0.1	i	i	i	-11.2
S=c1[nH]nc(-c2ccco2)n1/N=C/c1ccc(Cl)c(Cl)c1
 : 1.0	i	i	i	i	i	9.1	i	i	i	-2.0
O=[N+]([O-])c1ccc(OCCCCN2CCc3ccccc3C2)cc1
 : -0.4	i	i	i	i	i	1.8	i	i	i	-11.9
Cc1ccc(C(=O)COC(=O)CNC(=O)c2ccco2)cc1
 : -6.6	i	i	i	i	i	-2.3	i	i	i	-12.9
Cc1ccccc1SCCNC(=O)c1ccccc1Br
 : 2.2	i	i	i	i	i	-3.0	i	i	i	-9.8
O=C(Nc1ccc(S(=O)(=O)N2CCCC2)cc1)c1cccs1
 : 4.7	i	i	i	i	i	12.3	i	i	i	-4.4
O=C(NCCCN1CCN(Cc2ccccc2)CC1)C1CCN(S(=O)(=O)N2CCCC2)CC1
 : 3.6	i	i	i	i	i	3.4	i	i	i	-6.7
O=C(CSc1nnc(-c2ccc(O)cc2)n1Cc1ccco1)N1CCc2ccccc2C1
 : -11.5	i	i	i	i	i	2.0	i	i	i	-6.6
CC(NC(=O)c1cccc(OC2CCN(C3CCN(C)CC3)CC2)c1)c1ccccc1 (configuration not stated)
 : -0.9	i	i	i	i	i	7.2	i	i	i	-5.0
Cc1ccccc1OCCCCCCN1CCNCC1
 : -11.6	i	i	i	i	i	-1.9	i	i	i	-10.8
CC(C)NC(=O)c1ccc2c(=O)n(Cc3ccco3)c(=S)[nH]c2c1
 : 8.0	i	i	i	i	i	4.3	i	i	i	-10.9
COc1cc(OC)c(S(=O)(=O)Nc2ccccc2N2CCOCC2)cc1NC(C)=O
 : 21.6	i	i	i	i	i	0.1	i	i	i	-14.4
CCOC(=O)CSc1nc(=O)n2cccc(C)c2n1
 : -9.0	i	i	i	i	i	2.8	i	i	i	-11.6
CCCCNC(=O)C1CCN(S(=O)(=O)c2ccc3c(c2)CC(C)N3C(=O)C2CC2)CC1 (configuration not stated)
 : -6.6	i	i	i	i	i	1.6	i	i	i	-7.6
COc1ccccc1C(=O)NC(CCSC)C(=O)NCC(c1cccs1)N1CCOCC1 (configuration not stated)
 : -0.5	i	i	i	i	i	-4.2	i	i	i	-14.6
O=C(COc1ncnc2c(Cl)cc(Cl)cc12)Nc1cc([N+](=O)[O-])ccc1Cl
 : 4.8	i	i	i	i	i	-1.0	i	i	i	-5.1
CCOC(CNc1cc(C)nc2c(-c3ccccc3OC)c(C)nn12)OCC
 : 5.3	i	i	i	i	i	-4.6	i	i	i	-7.4
Nc1ccc(CCC(=O)N2CCCC2)cc1
 : 2.6	i	i	i	i	i	-2.0	i	i	i	-1.5
Cc1ccc(Nc2cnn(C34CC5CC(CC(CC(=O)O)(C5)C3)C4)c(=O)c2Cl)cc1
 : 6.1	i	i	i	i	i	7.4	i	i	i	-0.2
COc1ccc(-n2cnnc2SCC(=O)Nc2ccc(N3CCOCC3)cc2)cc1
 : 0.5	i	i	i	i	i	2.2	i	i	i	-2.2
CCCCCC(=O)Nc1cccc(C2=NOC3(C2)C[C@H](C(N)=O)N(C(=O)CC#N)C3)c1 (some centres not stated)
 : 0.6	i	x	x	i	i	x	i	i	x	-4.9
CC1=C(C#N)S(=O)(=O)C(C#N)C(c2ccccc2)C1 (configuration not stated)
 : 7.9	i	i	i	i	i	-4.5	i	i	i	-5.0
CCN(CC)CCCN(C(=O)c1cccc(C)c1)c1nc(-c2ccc(OC)cc2)cs1
 : -5.0	i	i	i	i	i	4.6	i	i	i	-13.5
CC12CCC(C(=O)N3CCCCCC3)(OC1=O)C2(C)C (configuration not stated)
 : -2.5	i	i	i	i	i	-4.6	i	i	i	-2.4
CCOC(=O)Cc1csc(CC(N)=O)n1
 : 5.9	i	i	i	i	i	-3.3	i	i	i	-14.2
CCN1CCc2c(sc(NC(=O)c3ccc(S(=O)(=O)N(CC)c4ccccc4)cc3)c2C(N)=O)C1
 : 1.8	i	i	i	i	i	-1.4	i	i	i	-13.0
O=C(O)c1cccc(-c2nc3ccccc3[nH]2)c1
 : 1.3	i	i	i	i	i	-28.0	i	i	i	1.1
COc1cccc2c(=O)c(C(=O)NCc3cccs3)c[nH]c12
 : 0.7	i	i	i	i	i	-16.3	i	i	i	-4.6
CC(=O)Nc1ccc(N=NC2C(=O)N(C(N)=S)N=C2C)cc1 (configuration not stated)
 : 7.9	i	i	i	i	i	6.1	i	i	i	-11.8
CCc1cccc(NS(=O)(=O)c2c(C)nc3scc(C)n3c2=O)c1
 : 2.8	i	i	i	i	i	1.3	i	i	i	-12.6
CCCNC(=O)CCn1nc(-c2ccc(Cl)cc2)c2ccccc2c1=O
 : -10.9	i	i	i	i	i	-0.8	i	i	i	-5.4
Cc1ccc(N2CCN(CCCN3C(=O)C4CCCN4C3=O)CC2)cc1 (configuration not stated)
 : -0.2	i	i	i	i	i	-0.5	i	i	i	-4.9
Cc1c(CC(=O)NCC(=O)O)c(=O)oc2cc3oc4c(c3cc12)CCCC4
 : 1.8	i	i	x	i	i	2.6	i	i	i	-2.5
CCOC(=O)C1CCN(C(=O)C2CCN(S(=O)(=O)c3ccc4ccccc4c3)CC2)CC1
 : -1.5	i	i	i	i	i	4.1	i	i	i	-11.4
CCOc1ccc(N(C(=O)c2cnccn2)C(C(=O)NC2CCCCC2)c2ccc(O)cc2)cc1 (configuration not stated)
 : 1.8	i	i	i	i	i	-1.1	i	i	i	-1.6
O=C(NCc1ccccn1)c1c(O)c2cccc3c2n(c1=O)CC3
 : 11.3	i	i	i	i	i	-1.8	i	i	i	-0.6
Cc1ccc(C(=O)NC(=S)Nc2ccc(S(=O)(=O)N(C)c3ccccc3)cc2)cc1
 : 9.0	i	i	i	i	i	-3.4	i	i	i	-15.8
COc1ccc(Cc2nnc(SCC(=O)Nc3cc(Cl)ccc3OC)[nH]c2=O)cc1
 : 36.3	i	i	i	i	i	0.9	i	i	i	-17.6
CCOC(=O)/C=c1\s/c(=C\c2ccc(C)cc2)c(=O)n1CC(=O)NCc1ccco1
 : -8.9	i	i	i	i	i	4.9	i	i	i	-6.7
O=C(c1ccc(CS(=O)(=O)c2ccccc2)o1)N1CCN(c2ccccc2)CC1
 : -0.8	i	i	i	i	i	-1.4	i	i	i	-5.4
O=c1c2sc3nc(N4CCOCC4)c4c(c3c2nnn1Cc1ccccc1)CCCC4
 : -9.4	i	i	i	i	i	13.1	i	i	i	-9.5
CCOC(CNC(=O)C1CCN(S(=O)(=O)c2ccc3nc4c(c(C(=O)O)c3c2)CC(C)CC4)CC1)OCC (configuration not stated)
 : 11.2	i	i	i	i	i	0.4	i	i	i	-6.5
COc1ccc(-c2nnc(SCC#CCO)o2)cc1OC
 : -3.8	i	i	i	i	i	2.1	i	i	i	-8.4
Cc1ccc(S(=O)(=O)c2nc(-c3ccccc3Cl)oc2NCCCN2CCOCC2)cc1
 : 9.6	i	i	i	i	i	6.2	i	i	i	-7.5
CCOC(=O)C1(Cc2cccc(F)c2)CCN(CC(O)CO)CC1 (configuration not stated)
 : 3.9	i	i	i	i	i	-3.3	i	i	i	-7.0
COc1ccc(C)cc1S(=O)(=O)N(CC(=O)N1CCOCC1)Cc1ccccc1
 : -3.5	i	i	i	i	i	5.7	i	i	i	0.6
CCOC(=O)CSc1nnc(CNC(=O)c2ccc(OC)cc2OC)n1C
 : 1.3	i	i	i	i	i	u	i	i	i	-6.2
O=c1cc(C(F)(F)F)nc(SCc2cccc3ccccc23)[nH]1
 : 13.3	i	25*	i	i	i	5.7	i	i	i	-23.1
O=C(O)COCc1nc2ccccc2s1
 : -5.3	i	i	i	i	i	3.2	i	i	i	-13.6
Cc1nc2c(C(=O)NCCC(C)C)c[nH]n2c(=O)c1Cc1ccccc1F
 : 92.5*	i	100*	i	i	i	4.7	i	6*	i	-10.1
COc1cc(/C=C(\C#N)C(N)=O)ccc1OCc1c(C)no[n+]1[O-]
 : 0.7	i	i	i	i	i	1.1	i	i	i	-8.6
COc1ccccc1C(=O)NCCC(=O)N1CCCC(C)C1 (configuration not stated)
 : 1.2	i	i	i	i	i	0.5	i	i	i	-9.7
COc1cc(/C=N/Nc2nc(N3CCCCC3)nc(N3CCCCC3)n2)ccc1OC(=O)c1ccco1
 : -7.6	i	i	x	i	i	-7.2	i	i	x	-7.8
O=C1Nc2c(Br)cc(Br)c3cccc1c23
 : 2.5	i	i	i	i	i	-7.5	i	i	i	-5.7
COc1ccc(N2CCN(S(=O)(=O)c3ccc(-c4cnc(C5CC5)o4)cc3)CC2)cc1
 : -2.9	i	i	i	i	i	-5.6	i	i	i	-4.2
O=C1CCCc2oc3ccc(NS(=O)(=O)c4cccc5cccnc45)cc3c21
 : 5.7	i	i	i	i	i	5.1	i	i	i	-12.8
OC(COc1ccc(Br)cc1)CN1CCCC1 (configuration not stated)
 : -1.2	i	i	i	i	i	-4.5	i	i	i	-7.4
Cc1cc(Cl)c2oc(C(=O)N(C)C3CCOC3)c(C)c2c1 (configuration not stated)
 : -5.7	i	i	i	i	i	1.2	i	i	i	-8.2
COc1cccc(NCc2ccc([N+](=O)[O-])s2)c1
 : 3.1	i	i	i	i	i	4.8	i	i	i	-6.8
c1cnc(-c2nnc3n2CCCCC3)cn1
 : -1.8	i	i	i	i	i	3.2	i	i	i	-9.3

From PubChem BioAssay
